# Source: PubChem
# NR2E3 ag-1 = inhibitors of NR2E3-RetCOR corepressor binding, primary screen, NR2E3 agonist project, biochemical, TR-FRET, GST-NR2E3, biotin-RetCOR. hit rate 0.12% among 320,000. inhibition of corepressor binding, % at 4.78 µM. 1536-well. AID 2300, 2010;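 active = percent inhibition above the cutoff of mean plus 3 SD of all tested compounds, set per screening campaign, cut at about 20% in these data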;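 note: 0% = DMSO wells and 100% = biotin wells as full block of FRET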
# Target sequence (Q9Y5X4 whole entry, looked up): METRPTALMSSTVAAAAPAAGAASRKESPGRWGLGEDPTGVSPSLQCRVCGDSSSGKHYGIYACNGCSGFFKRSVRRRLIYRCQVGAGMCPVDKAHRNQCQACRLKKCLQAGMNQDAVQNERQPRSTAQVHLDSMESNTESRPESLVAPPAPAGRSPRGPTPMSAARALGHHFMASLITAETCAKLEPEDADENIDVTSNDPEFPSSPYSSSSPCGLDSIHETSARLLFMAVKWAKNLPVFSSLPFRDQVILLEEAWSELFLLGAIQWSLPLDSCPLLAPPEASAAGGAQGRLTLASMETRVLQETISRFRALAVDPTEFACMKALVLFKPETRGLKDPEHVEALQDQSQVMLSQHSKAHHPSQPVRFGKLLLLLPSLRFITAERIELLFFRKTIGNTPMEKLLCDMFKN
#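 Material: NR2E3–RetCOR corepressor complex | Quantity: 1.35 nM GST-tagged NR2E3 final | Schedule: 5 h at 4 °C | Replication: Singlicate compound wells | Reagent: RetCOR corepressor, biotinylated, 7 nM | Controls: Biotin wells as high control, 0.6% DMSO wells as low control | Signal: TR-FRET, Eu(K)-anti-GST donor, streptavidin-D2 acceptor, ex 340, em 617/671 nm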
# TWEAK-Fn14 inh = inhibitors of TWEAK-Fn14 signaling, primary screen, luciferase reporter cells, uHTS; TWEAK-stimulated Fn14 reporter cells, luciferase luminescence, 8 h; inhibition, % at 10 µM; hit rate 2% among 360,000; AID 1159606, 2016; in the data active = inhibition above about 50%
# CF NFkB block = inhibitors of PAF-induced NF-kB signaling, primary screen, cell-based, GFP fluorescence, uHTS | KKLEB NF-kB-GFP reporter, GFP fluorescence overnight | hit rate 0.86% among 360,000 | AID 588850, 2011 | inhibition, % at 5 µM;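 active = at least 50% inhibition at 5 µM, scaled per plate between neutral and stimulator controls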;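 note: PAF is a Pseudomonas aeruginosa culture filtrate used as stimulus; plate controls were PAF-stimulated DMSO wells for no effect and unstimulated DMSO wells for full effect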
# Shn3 3UTR inh = reduction of Shn3 3'UTR firefly luciferase signal, primary screen, Schnurri-3 inhibitor project, cell-based, Clone20 osteoblasts, set 2 | Clone20 osteoblast Shn3 3'UTR firefly luciferase, 24 h | inhibition, % at 12.5 µM | hit rate 0.52% among 360,000 | AID 588674, 2011;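 active = mean inhibition of at least 75% with every replicate also reaching 75%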;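 note: 0% = median of neutral control wells and 100% = pilot-screen positive control compound; some compounds past the cut are filed as inactive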
# NR2E3 ag-2 = NR2E3 agonists in two-hybrid cells, primary screen, cell-based, luminescence, CHO-S, Gal4-NCOR/VP16-NR2E3 | luciferase | inhibition of corepressor binding, % at 3.98 µM | hit rate 0.35% among 360,000 | Photoreceptor-specific nuclear receptor (Homo sapiens), Q9Y5X4 | AID 602229, 2012;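 active = inhibition above the mean of all tested compounds plus 3 SD, cut at about 70% in these data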;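 note: 0% = DMSO with NR2E3 transfected cells and 100% = cells lacking NR2E3 construct; higher means lower luciferase signal from less NR2E3 corepressor binding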
# C8 TRAIL sens = viability loss with TRAIL in NB7+C8 cells, primary screen, TRAIL sensitizer project, cell-based, ATPlite luminescence. inhibition (viability loss, TRAIL sensitization), % at 10 µM. hit rate 1% among 360,000;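 active = compounds causing at least 50% loss of cell viability in the single-dose screen, relative to plate controls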
# Peg3 prom inh = Peg3 promoter-driven luciferase inhibitors, primary screen, cell-based, HeLa, luciferase luminescence. HeLa PEG-Prom luciferase reporter, overnight. AID 588405, 2011. inhibition, % at 20 µM. hit rate 1.7% among 360,000;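 active = inhibition of at least 50% at 20 µM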
# KKLEB cytotox = cytotoxicity in KKLEB CF airway cells, primary screen, cytotoxicity control for CF NF-kB inhibitor project, cell-based, uHTS, fluorescence assay plates; KKLEB CF airway cells viability, ATPlite luminescence, overnight; stronger effect = lower value; cells stimulated with P. aeruginosa culture filtrate; activity change (cytotoxicity), % at 5 µM; hit rate 0.36% among 360,000;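 active = corrected activity change at or below -50% at 5 µM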
# TRPM1 prom inh = inhibitors of MITF-dependent TRPM1 promoter reporter, primary screen, cell-based, SK-MEL-5, single point, luciferase; AID 488899, 2010; hit rate 0.83% among 330,000; SK-MEL-5 TRPM1 promoter luciferase, 24 h; inhibition, % at 12.5 µM;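 active = mean inhibition across replicates of 60% or more, whatever share of single replicates reaches that level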; note: values of inactives mirror those of a sister screen read the other way
# HIF-2a block = HIF-2a reporter inhibitors, primary screen, luminescence, 786-0 RCC cells; AID 624352, 2012; 786-0 RCC cells HIF-2a reporter, luciferase luminescence, overnight; inhibition, % at 18.8 µM; hit rate 0.72% among 360,000;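 active = inhibition of the luminescence signal of 40% or more relative to plate controls, in a single-dose primary screen at 18.75 µM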
# TROY NFkB inh = inhibitors of TROY-driven NF-kB signaling, primary screen, Q293 LMP1-TROYcd cells, NF-kB luciferase, uHTS | AID 1347056, 2019 | hit rate 0.98% among 360,000 | Q293 LMP1-TROYcd NF-kB luciferase reporter, 4 h | inhibition, % at 10 µM;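 active = compounds whose plate-normalised and pattern-corrected inhibition of the luciferase reporter signal at the single screening dose is 50% or more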
# * marks the source's active call; other numbers are inactive results; / = no result given.
SMILES,NR2E3 ag-1,TWEAK-Fn14 inh,CF NFkB block,Shn3 3UTR inh,NR2E3 ag-2,C8 TRAIL sens,Peg3 prom inh,KKLEB cytotox,TRPM1 prom inh,HIF-2a block,TROY NFkB inh
COc1ccc(-c2ccccc2C2=CC(=O)CC(C)(C)C2=O)cc1,/,-20,-1,10,9,2,8,-8,/,14,2
Cc1[nH]c2ccccc2c1/C=N/Nc1ccccc1[N+](=O)[O-],1,-6,-12,-5,-45,3,-116,-2,-17,-171,18
Cc1ccc(C(=O)Nc2nc3ccccc3s2)s1,0,69*,-40,-4,-152,49,-181,-2,-51,-290,10
C=C(C)Cn1c(CCCNC(=O)CC)nc2ccccc21,3,11,-3,-15,-11,-35,5,7,-2,10,18
CC(O)CNc1nc2c(c(=O)n(Cc3ccc(Br)cc3)c(=O)n2C)n1C (configuration not stated),1,-13,1,-13,-12,8,11,-7,-3,-21,-1
COc1ccc(-n2c(Cc3cccn3C)nnc2SCC(=O)Nc2cccc(OC)c2)cc1,0,23,-2,-1,1,-3,-4,3,13,-4,-9
CCC(Sc1nc2ccccc2c(=O)[nH]1)C(=O)Nc1ccc(C(C)=O)cc1 (configuration not stated),6,2,-17,17,-23,-6,-143,-4,-48,-119,7
Cc1cc(C)nc(NS(=O)(=O)c2ccc(NC(=O)CN3C(=O)S/C(=C\c4ccccc4)C3=O)cc2)n1,1,8,-8,7,-9,6,-13,-2,9,11,15
CC(C)NC(=O)c1cccc(Br)c1,-1,4,9,7,6,3,9,2,-4,-12,-8
COc1cccc(OC)c1C(=O)Nc1ccc(Cc2ccncc2)cc1,1,-17,-2,10,14,-8,-23,-4,-6,-16,1
O=C(CCNC(=O)c1ccc(Cl)cc1)NCc1cccc(C(F)(F)F)c1,3,-2,2,4,10,3,27,0,4,2,-4
CC(NC(=O)CCCOc1ccc(Cl)cc1)c1ccccc1 (configuration not stated),-4,-8,33,-4,0,0,5,2,7,13,-3
CN(C)c1ccc(C(c2nnnn2CCOC(=O)Nc2ccc(Cl)cc2)N2CCOCC2)cc1 (configuration not stated),/,-10,8,-11,-6,5,-1,9,3,14,3
COc1ccccc1NC(=O)/C=C/C(=O)O,1,-11,-23,-19,20,-9,8,-28,3,3,6
ClCc1nnc(-c2cc3c(s2)CCCC3)o1,/,32,-4,0,-31,19,108*,-14,11,-16,24
CN(c1ccccc1)S(=O)(=O)c1ccc(C(=O)NCc2ccccc2F)cc1,3,-4,10,16,-4,-17,9,8,4,12,-7
Cc1ccc2c(c1)[C@@H]1[C@H](CO2)[C@H](c2ccccc2)[C@]2(C)C(=O)N[C@H](C)C(=O)N12,/,0,-6,-2,-11,0,5,13,2,17,8
Cc1ccc(Sc2ncccc2COC(=O)Nc2c(C)cccc2C)cc1,4,-3,-2,10,4,5,-19,5,-2,-59,-25
Cc1ccc(NC(=O)/C=C/c2ccc([N+](=O)[O-])s2)cc1,0,50*,-42,16,-18,-13,-72,7,82*,-58,16
O=C(CSc1ncn[nH]1)NCc1ccc(Cl)cc1,-1,0,-5,4,2,-12,-1,7,6,3,-1
Cc1nnc(SCC(=O)N(Cc2ccccc2)C(C)(C)C)[nH]c1=O,0,2,8,-3,7,13,6,-5,-6,20,20
COc1ccccc1/C=C/C(=O)c1ccccc1,/,12,12,-33,-49,11,-118,-17,-23,-118,-51
Cc1cc(C)n(-c2nc(C(=O)O)cs2)n1,2,-1,6,-8,-25,-6,14,2,9,13,-2
C=CCOC(=O)C1C(=O)CC(C)(O)C(C(=O)OCC=C)C1c1ccc(N(C)C)cc1 (configuration not stated),0,17,-15,15,6,-16,10,-8,3,16,16
COc1cc(/C=C2/SC(=Nc3ccc(O)cc3)NC2=O)ccc1O,-2,60*,71*,0,-54,2,-57,3,8,13,40

# For reference, 4 of the compounds above.
SMILES,NR2E3 ag-1,TWEAK-Fn14 inh,CF NFkB block,Shn3 3UTR inh,NR2E3 ag-2,C8 TRAIL sens,Peg3 prom inh,KKLEB cytotox,TRPM1 prom inh,HIF-2a block,TROY NFkB inh
C=C(C)Cn1c(CCCNC(=O)CC)nc2ccccc21,3,11,-3,-15,-11,-35,5,7,-2,10,18
CC(O)CNc1nc2c(c(=O)n(Cc3ccc(Br)cc3)c(=O)n2C)n1C (configuration not stated),1,-13,1,-13,-12,8,11,-7,-3,-21,-1
COc1ccc(-n2c(Cc3cccn3C)nnc2SCC(=O)Nc2cccc(OC)c2)cc1,0,23,-2,-1,1,-3,-4,3,13,-4,-9
CCC(Sc1nc2ccccc2c(=O)[nH]1)C(=O)Nc1ccc(C(C)=O)cc1 (configuration not stated),6,2,-17,17,-23,-6,-143,-4,-48,-119,7

# (next part)
SMILES,NR2E3 ag-1,TWEAK-Fn14 inh,CF NFkB block,Shn3 3UTR inh,NR2E3 ag-2,C8 TRAIL sens,Peg3 prom inh,KKLEB cytotox,TRPM1 prom inh,HIF-2a block,TROY NFkB inh
CCOc1cc(/C=N/NC(=O)c2ccc(CN3CCOCC3)cc2)ccc1OC,-6,-4,-10,27,11,-7,10,1,-10,10,-9
COc1ccc2c3c(c(=O)oc2c1OCC(=O)O)CCCC3,0,-16,-10,-4,-41,-1,2,9,0,13,-1
O=C(CSc1n[nH]c(=O)n1C1CC1)c1c[nH]c2ccccc12,-1,-3,-21,-25,11,5,-22,-6,-1,-6,-20
CC(=O)N1CCN(c2nc(C)nc3sc4c(c23)CCC(C)C4)CC1 (configuration not stated),2,5,2,39,-6,-3,16,2,-4,5,2
COCCCC1CCN(C(=O)C2CCC(=O)N(CCCc3ccccc3)C2)CC1 (configuration not stated),/,-10,-9,-8,-43,-8,-56,8,/,-85,-14
Cc1ccc(C(=O)NC(=S)Nc2ccc(NC(=O)c3cccc(Cl)c3)cc2)cc1,-3,-128,2,5,-14,43,15,4,5,10,-19
CCc1ccc([C@@H]2CC=C(C(=O)O)[C@H](c3ccc(C)cc3)N2S(=O)(=O)c2ccc(C)cc2)cc1,/,17,36,-7,46,5,10,14,-3,11,24
Cc1noc(C)c1C(=O)Nc1ccc(C#N)cc1,1,-6,-15,0,-11,-17,8,0,-13,18,-6
CC(C)(CNC(=O)CC1C(=O)NCCN1Cc1cccc(F)c1)N1CCOCC1 (configuration not stated),-2,-8,-1,2,12,2,-4,0,6,6,-1
Cn1c(=O)c2ncn(CC(=O)N/N=C/C=C/c3ccccc3)c2n(C)c1=O,-2,16,5,-11,-8,-3,5,1,0,11,7
COC(=O)c1ccc(N2C(=O)C3CC=CC(C)C3C2=O)cc1 (configuration not stated),5,-2,4,2,-4,1,-4,-6,-4,15,-28
Cc1ccc(N=CC2=C(O)CC(c3cccc(Cl)c3)CC2=O)cc1 (configuration not stated),2,-1,0,23,-6,-13,0,4,3,9,13
O=C(NCC1CCCO1)c1c(O)c2ccccc2[nH]c1=O (configuration not stated),-1,3,2,-53,0,-2,-114,3,-45,-60,-60
CN1CCN(CCCCOc2ccc(Br)cc2)CC1,-6,5,-4,2,-7,7,-24,2,-5,-37,-25
CC(C)NC(=O)c1ccc2c(c1)N(CC(=O)N1CCCCC1)C(=O)C(C)(C)O2,5,-4,-15,15,-23,6,0,11,6,1,-21
COc1ccc(C(=O)NC(=S)NNC(=O)c2c(-c3ccccc3)noc2C)cc1OC,1,-18,9,17,9,11,17,-8,2,21,-6
O=C(c1nc2ccccn2c1CN1CCC(Cc2ccccc2)CC1)N1CCCC1,0,-19,-5,1,-1,1,2,0,-12,4,4
CCc1ccccc1N1CC(C(=O)Nc2cc(C)on2)CC1=O (configuration not stated),1,8,6,1,-1,-13,4,9,2,13,-2
CCc1cc(=O)oc2c3c(cc(OCC(=O)NCc4cccnc4)c12)OC(C)(C)CC3,0,1,5,-10,-37,1,15,-5,2,8,-12
CC(C)NCc1cc(Br)ccc1OCc1ccccc1,-4,-10,-3,8,-14,4,8,-6,4,11,-2
Cc1cccc(NC(=O)c2nc[nH]c2C(=O)NCC(=O)OCc2ccccc2)c1,3,11,6,-3,3,10,35,5,-4,5,8
O=C1CCC(C(=O)OCc2nnc(-c3ccc(Br)cc3)o2)=NN1,1,-24,3,-21,-39,-3,-64,-5,4,-62,-23
Cc1ccc(-n2nc3c(=O)n(CCCC(=O)NCCc4ccccc4C)nc(C)c3c2C)cc1,-1,3,24,8,27,16,25,-5,32,5,20

# Single entries from the list.
# CC(C)NCc1cc(Br)ccc1OCc1ccccc1 – TRPM1 prom inh = 4
# Cc1ccc(-n2nc3c(=O)n(CCCC(=O)NCCc4ccccc4C)nc(C)c3c2C)cc1 – C8 TRAIL sens = 16
# CCc1cc(=O)oc2c3c(cc(OCC(=O)NCc4cccnc4)c12)OC(C)(C)CC3 – Shn3 3UTR inh = -10

# Some of the compounds tested; count on the stated rates, not on these rows.
